DAGLB inh: blocks human DAGLB lipase activity; inhibition, % at 5.17 µM; Q8NCG7; HEK293T DAGLB membrane lysate, EnzChek fluorogenic substrate; actives 0.059% (n = 340,000); AID 504411; in the data active = inhibition above about 34%;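 also: 0% = enzyme with vehicle and 100% = wells lacking enzyme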
Keap1-Nrf2 PPI: inhibitors of human Keap1-Nrf2 protein-protein interaction. Q14145. AID 504523. inhibition, % at 9.4 µM. actives 0.15% (n = 340,000). Keap1 Kelch-Nrf2 peptide fluorescence polarization, 1536-well; in the data active = inhibition above about 12%;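 also: human Keap1 Kelch domain with fluorescein labeled Nrf2 9mer peptide probe; 0% = neutral control wells and 100% = peptide positive control; higher means more block of Keap1 binding to Nrf2 peptide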
PKA-R2B activ: PKA-R2B complex activation. P22694+P31323. PKA-R2B holoenzyme dissociation, Cy5-IP20 fluorescence polarization; R2B truncated from residue 108, S112A mutant; 0% DMSO only, 100% 113 µM cGMP. activation, % at 11.4 µM. actives 0.079% (n = 340,000). AID 504700;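 active = activation above a cutoff set at the mean over all compounds plus 3 SD, cut at about 18% in these data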;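 also: higher means more holoenzyme dissociation and a rise in polarization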
Target sequence (P31323 whole entry, looked up, other chains not shown, the tested form may be a part): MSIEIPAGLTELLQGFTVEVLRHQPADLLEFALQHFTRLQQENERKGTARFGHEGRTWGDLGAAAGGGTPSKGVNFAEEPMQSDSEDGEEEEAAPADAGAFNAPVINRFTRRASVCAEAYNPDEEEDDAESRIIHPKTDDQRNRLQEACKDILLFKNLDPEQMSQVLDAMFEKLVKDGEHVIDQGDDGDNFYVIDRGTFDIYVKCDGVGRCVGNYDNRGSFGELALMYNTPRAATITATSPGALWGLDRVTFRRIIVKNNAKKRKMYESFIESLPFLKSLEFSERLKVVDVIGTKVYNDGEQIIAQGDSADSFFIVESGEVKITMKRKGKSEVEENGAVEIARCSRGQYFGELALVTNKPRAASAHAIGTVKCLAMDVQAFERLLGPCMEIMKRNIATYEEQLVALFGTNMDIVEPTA
CAL PDZ FP-1: CAL PDZ (human) peptide binding inhibition. Q9HD26. purified CAL PDZ, TMR-peptide fluorescence polarization, 1 h. inhibition, % at 24.9 µM. actives 0.92% (n = 300,000). AID 602252;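 active = mean inhibition of at least 30% with at least half of replicates also reaching 30%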;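 also: 0% = DMSO neutral control and 100% = excess unlabeled competitor peptide PRC23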
Cardiac RTF inh: cardiac RTF calcium desensitization; IANBD-labeled cardiac RTF, Ca2+ fluorescence; inhibition, % at 7.15 µM; actives 0.12% (n = 340,000); AID 493244;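 active = inhibition above the mean inhibition of all tested compounds plus 3 SD, cut at about 17% in these data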;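 also: assay run at fixed EC70 calcium of 1.6 mM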
C-LANA FP: inhibitors of KSHV LANA C-terminal domain DNA binding | MBP-C-LANA/FAM-LBS DNA binding, fluorescence polarization | inhibition, % at 9 µM | actives 0.078% (n = 340,000) | AID 504423;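 active = highest replicate inhibition at or above 60% at 9 µM, even if other replicates fall short; inactive = all replicates below 60% inhibition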;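 also: 0% = neutral control wells and 100% = 4 µM acridine orange control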
Rtt109 Vps75: C. albicans Rtt109 histone acetyltransferase inhibition. purified Rtt109/Vps75, ThioGlo CoA-SH fluorescence, 4 h. inhibition, % at 34.9 µM. actives 0.16% (n = 330,000). AID 540336;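 active = inhibition of at least 50% in every replicate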
Target sequence (Q5AAJ8 whole entry, looked up): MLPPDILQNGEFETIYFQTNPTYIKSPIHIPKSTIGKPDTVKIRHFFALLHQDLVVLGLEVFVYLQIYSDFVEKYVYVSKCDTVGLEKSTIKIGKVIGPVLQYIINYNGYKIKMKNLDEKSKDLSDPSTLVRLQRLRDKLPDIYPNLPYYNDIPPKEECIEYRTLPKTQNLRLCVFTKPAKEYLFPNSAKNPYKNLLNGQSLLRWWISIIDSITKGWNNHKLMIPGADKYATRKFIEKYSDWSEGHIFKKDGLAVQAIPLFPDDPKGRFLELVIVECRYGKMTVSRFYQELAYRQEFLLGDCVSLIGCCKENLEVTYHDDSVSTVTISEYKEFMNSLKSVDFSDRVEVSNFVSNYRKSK
CAL PDZ FP-2: human CAL PDZ-peptide interaction inhibition | Q9HD26 | purified CAL PDZ, TMR-peptide fluorescence polarization, 1 h | inhibition, % at 20 µM | actives 0.02% (n = 330,000) | AID 504414;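 active = highest replicate inhibition of at least 40%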;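 also: plate controls were DMSO neutral control wells for no effect and unlabeled competitor peptide control wells for full effect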
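Control set: unlabelled peptide and DMSO controls / Material: purified CerCALP PDZ construct / Timing: 1 h incubation at room temperature before polarization reading / Doses: 20 µM, one dose / Detection: fluorescence polarization (mP)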
SR-BI uptake up: enhances SR-BI lipid uptake from DiI-HDL. AID 504775. activation, % at 12.5 µM. actives 0.096% (n = 320,000). CHO ldlA[mSR-BI] cells, DiI-HDL uptake fluorescence, 3 h; 100 = double the neutral-control signal;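 active = mean replicate activation of at least 60% and every replicate at or above 60%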;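 also: 0% = median plate neutral-control signal and 100% = twice that signal; values of inactives mirror those of a sister screen read the other way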
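Material – SR-BI-overexpressing, LDLR-lacking CHO cells · Medium – BSA-supplemented, HEPES-buffered Ham's F12, pH 7.4 · Doses – single concentration · Times – compound with DiI-HDL co-incubation, 3 h at 37 °C · Measured by – bottom-read fluorescence, 550/595 nm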
RTF Ca sens act: cardiac RTF calcium sensitization. IANBD-labeled TnC RTF fluorescence at EC20 calcium; 0% EC20 calcium, 100% full calcium. P19429+P45379. activation, % at 7.2 µM. actives 0.24% (n = 340,000);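 active = activation above the mean over all tested compounds plus 3 SD, cut at about 30% in these data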;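 also: rise in fluorescence read as greater calcium sensitivity of cardiac thin filaments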
An asterisk follows results filed as active; · = no result given.

SMILES	DAGLB inh	Keap1-Nrf2 PPI	PKA-R2B activ	CAL PDZ FP-1	Cardiac RTF inh	C-LANA FP	Rtt109 Vps75	CAL PDZ FP-2	SR-BI uptake up	RTF Ca sens act
COc1ccc(N2C(=O)c3ccc(C(=O)Nc4cc(OC)ccc4OC)cc3C2=O)cc1	1	-1	-1	-5	-3	-0.7	-3	0.0	-61	0
Nc1cc(-c2ccc(Br)cc2)nn1S(=O)(=O)c1cccc2nsnc12	2	-9	2	·	-4	0.6	5	-0.8	-22	-2
CC(=O)N1CCN(c2ccc(S(C)(=O)=O)cc2[N+](=O)[O-])CC1	-1	-3	-3	-2	-5	-0.7	-6	17	2	-2
Cc1cc(C)nc(NC(=O)CN2C(=O)c3ccccc3S2(=O)=O)n1	-2	-2	-5	0	-4	-1.6	-6	-0.9	2	-5
Cc1ccc(Oc2ccc(-c3nc(N)nc(N)n3)cc2)cc1	2	2	-8	-2	-8	-0.3	4	-2.7	25	12
Cc1nn(Cc2ccccc2Cl)c(Cl)c1C(=O)NCCc1ccccc1	-4	-2	2	1	-3	2.1	-7	-1.7	-52	0
COc1ccc(C(=O)C2CCN(CC(=O)Nc3cc(C)cc(C)c3)CC2)cc1	-5	-5	-10	2	1	0.2	14	-1.6	·	-3
O=C(NCc1ccncc1)C1CCN(S(=O)(=O)c2ccc(Cl)c(C(F)(F)F)c2)CC1	-1	5	1	0	-1	1.7	-8	-2.0	3	2
C=CC[C@]12CCc3ccccc3C1N(c1ccc(C(=O)OCC)cc1)C2=O (stereo partly specified)	-10	3	-8	0	-3	-1.1	-7	0.4	-3	-5
CC(C(=O)NC1C(=O)N2C(C(=O)O)=C(CSc3nnnn3C)CSC12)n1cc(Br)cn1 (stereo unspecified)	-1	-3	-2	·	2	2.9	7	0.4	10	2
CC(=O)NC1C(=O)N=C(SCC(=O)NC(C)c2ccccc2)NC1=O (stereo unspecified)	0	1	0	-2	-3	-1.3	-16	-2.5	22	8
C=CCOc1ccccc1CNCCCN1CCOCC1	1	-3	1	-4	-10	3.1	-5	0.4	-16	-1
COC(=O)c1ccc(/C=C2/SC(=S)N(CCC(=O)NCCCN3CCOCC3)C2=O)cc1	2	-5	-1	-2	0	-0.8	-2	-1.3	·	-1
COc1cccc(CNC(=O)Cn2c(=O)c3cccn3c3ccccc32)c1	-1	1	10	-3	-6	1.5	0	-0.1	-13	-3
Cc1cc(N2CC34C=CC(O3)C(C(=O)O)C4C2=O)no1 (stereo unspecified)	1	-3	-6	1	14	-1.6	-12	-1.9	15	11
Cc1cc2cc(C)c(NCCNC(=O)c3ccccc3)nc2cc1C	-1	-3	4	-3	3	-0.3	2	-2.6	-14	-1
N/C(=N\OC(=O)/C=C/c1ccccc1)c1ccncc1	1	1	5	·	0	0.5	-16	-0.2	-7	0
CC(C)Oc1ccc(C(CC(=O)O)c2ccc(F)cc2)cc1 (stereo unspecified)	0	2	2	-6	-7	0.7	-2	0.8	8	0
CCCN(CCC)C(=O)c1ccc2c(c1)OCO2	0	3	0	0	1	2.4	-3	·	-20	9
CCCNC(=O)COc1coc(CN2CCN(c3ccccc3)CC2)cc1=O	0	0	-6	-2	4	0.8	-8	-2.2	-5	-1
c1ccc([C@H]2CC3C[C@@H](c4ccccc4)N2O3)cc1	-4	0	-12	-2	1	-0.7	3	0.4	14	5
Cn1c(=O)c2c(nc(SCCN3CCCCC3)n2C)n(C)c1=O	-1	2	6	-1	-9	1.7	-1	-1.7	32	-6
CCNc1nc(SCC(=O)Nc2ccccc2)nc(N2CCOCC2)n1	0	-2	-11	-3	5	0.3	-1	-1.4	-18	-2
Cc1ccc(C(=O)/C=C/Nc2ccccc2C(N)=O)cc1	1	-2	-7	-4	-1	0.2	-4	-2.3	-5	-2
Cc1coc2cc3oc(=O)c4c(c3cc12)CCCC4	-10	2	1	3	-8	-0.2	-3	-1.3	-9	6
Cc1ccc(S(=O)(=O)N2CCOC23CCN(C(=O)C(=O)NCCC(C)C)CC3)cc1	0	1	-17	-4	-8	1.9	-2	-3.1	11	2
Cc1ccc(CSc2ccc(S(=O)(=O)N3CCOCC3)cn2)cc1	-3	3	0	·	-1	-0.6	1	0.3	15	-5
CCN1CCN(Cc2nc(N)nc(Nc3ccc(C)c(C)c3)n2)CC1	-2	2	5	·	-2	-0.4	10	-0.9	22	-2
COc1ccc([N+](=O)[O-])cc1NCc1cccc([N+](=O)[O-])c1	4	1	-9	-2	5	-0.1	-10	-2.6	-56	2
CCN(CC(=O)Nc1c(F)cccc1F)C(=O)Cc1c[nH]c2ccccc12	0	-2	-9	6	2	-0.5	-7	0.1	3	-2
COCCN(C(=O)CCC(=O)Nc1ccccn1)C(C(=O)NCCC(C)C)c1ccc(F)cc1 (stereo unspecified)	1	-6	0	-1	0	1.2	-4	0.0	·	1
CC(C)=CCc1cc([C@@H]2CC(=O)c3ccc(O)c(CC=C(C)C)c3O2)ccc1O	1	-6	3	-1	1	-1.2	-5	0.7	-16	11
CN(CCC#N)C(=O)COC(=O)c1cccnc1Nc1ccccc1F	-1	-6	-8	1	7	-0.7	·	-2.4	-14	-4
O=S(=O)(O)c1cnccc1Nc1cccc(C(F)(F)F)c1	0	-6	3	-3	3	0.5	-6	-0.4	-15	2
Cc1ccc(/C=N/N2CCN(Cc3ccccc3)CC2)s1	-5	1	4	-1	-5	-2.7	0	0.0	9	-1
COCCn1c(N)c(Sc2ccccc2)c(=O)[nH]c1=O	-3	-9	7	18	-16	-0.2	-3	0.0	-12	-2
Cc1nn(CC#N)c(=O)n1-c1ccc(F)cc1	0	-4	-5	-3	-5	-0.2	-23	-2.0	24	-5
COc1ccc(/C=C/C(=O)c2cc(Br)ccc2O)cc1OC	-4	-4	-1	0	-3	1.1	10	-0.4	-22	1
CC1(C)CSC(=S)N1S(=O)(=O)c1ccccc1	-3	0	-1	-2	11	0.3	0	-2.1	22	4
COc1cccc(CNC(=O)Cc2c(C(=O)O)[nH]c3ccccc23)c1	-2	-3	11	-2	-16	0.7	-24	-2.8	-4	-2
CC(=O)N1c2ccc(S(=O)(=O)NCC3CCC(C(=O)Nc4cccc(C)n4)CC3)cc2CC1C (stereo unspecified)	-1	-5	-4	4	-5	0.8	18	-2.0	-56	4
Cc1c(C(=O)OCC(C)(C)CN(C)C)oc2ccccc12	0	-3	0	-7	-7	1.6	-1	-0.1	-4	0
Cn1cnnc1SCC(=O)NCc1ccccc1	-1	2	-1	14	-8	2.1	3	-1.7	11	0
Cc1ccc(-c2noc(CN(C(=O)CCCCCN3C(=O)c4ccccc4C3=O)C(C)C)n2)cc1	-9	0	-15	-2	-21	-4.5	-8	1.4	-19	0
CC(C)(C)C(=O)NC(NC(=O)C(C)(C)C)c1ccc([N+](=O)[O-])cc1	1	5	-15	-3	-18	2.5	-2	-2.7	-3	8
COc1ccc(CN(C)CC(=O)Nc2cccc(S(N)(=O)=O)c2)c(OC)c1OC	0	0	-4	-1	-1	-0.7	2	0.3	·	-1
O=C(COc1ccccc1C(=O)c1cnn(-c2ccccc2)c1)Nc1ccc2ccccc2c1	-12	-2	-16	-3	-5	2.0	-5	-1.2	-11	3
COc1nc(Nc2ccccc2F)nc(OC)n1	-1	-2	-2	-13	5	-1.9	4	0.1	-6	-4
Cc1c(Cl)cnc(NC(=O)COC(=O)[C@H](C)NC(=O)c2ccccc2)c1Cl	-3	0	-5	-3	-1	1.9	2	-1.4	-13	-8
Cc1nn(-c2ccccc2)c(-n2cccc2)c1C(=O)O	0	-5	-9	·	1	-0.3	-8	-0.1	30	-1
CN(CC(=O)Nc1cccc(F)c1)C(=O)CSc1ccccc1F	5	2	1	-3	-10	1.5	-4	0.0	4	-3
CCOC(=O)C1=C(O)/C(=C/c2cc(OC)c(OC)c(OC)c2)SC1=Nc1ccc(OC)cc1	0	0	4	-3	-25	1.8	-1	-1.1	-49	0
COc1ccc(NC(=O)c2cc(-c3ccccc3)oc2C)cc1	-4	1	2	2	2	-0.2	21	-2.5	-3	-4
COc1ccc(Nc2ncnc3scc(-c4ccc(OC)cc4)c23)cc1	-5	-5	2	-4	9	-1.8	-2	-2.2	-74	-1
O=C(CN1C(=O)NC2(CCc3ccccc32)C1=O)c1c[nH]c2ccccc12 (stereo unspecified)	1	1	-4	-3	7	0.3	4	-3.6	-3	0

Compounds above containing an aryl methoxy group, in the order listed:
SMILES	DAGLB inh	Keap1-Nrf2 PPI	PKA-R2B activ	CAL PDZ FP-1	Cardiac RTF inh	C-LANA FP	Rtt109 Vps75	CAL PDZ FP-2	SR-BI uptake up	RTF Ca sens act
COc1ccc(N2C(=O)c3ccc(C(=O)Nc4cc(OC)ccc4OC)cc3C2=O)cc1	1	-1	-1	-5	-3	-0.7	-3	0.0	-61	0
COc1ccc(C(=O)C2CCN(CC(=O)Nc3cc(C)cc(C)c3)CC2)cc1	-5	-5	-10	2	1	0.2	14	-1.6	·	-3
COc1cccc(CNC(=O)Cn2c(=O)c3cccn3c3ccccc32)c1	-1	1	10	-3	-6	1.5	0	-0.1	-13	-3
COc1ccc([N+](=O)[O-])cc1NCc1cccc([N+](=O)[O-])c1	4	1	-9	-2	5	-0.1	-10	-2.6	-56	2
COc1ccc(/C=C/C(=O)c2cc(Br)ccc2O)cc1OC	-4	-4	-1	0	-3	1.1	10	-0.4	-22	1
COc1cccc(CNC(=O)Cc2c(C(=O)O)[nH]c3ccccc23)c1	-2	-3	11	-2	-16	0.7	-24	-2.8	-4	-2
COc1ccc(CN(C)CC(=O)Nc2cccc(S(N)(=O)=O)c2)c(OC)c1OC	0	0	-4	-1	-1	-0.7	2	0.3	·	-1
COc1nc(Nc2ccccc2F)nc(OC)n1	-1	-2	-2	-13	5	-1.9	4	0.1	-6	-4
CCOC(=O)C1=C(O)/C(=C/c2cc(OC)c(OC)c(OC)c2)SC1=Nc1ccc(OC)cc1	0	0	4	-3	-25	1.8	-1	-1.1	-49	0
COc1ccc(NC(=O)c2cc(-c3ccccc3)oc2C)cc1	-4	1	2	2	2	-0.2	21	-2.5	-3	-4
COc1ccc(Nc2ncnc3scc(-c4ccc(OC)cc4)c23)cc1	-5	-5	2	-4	9	-1.8	-2	-2.2	-74	-1

Screening results (PubChem BioAssay)
